Screens from PubChem.
VHR inh abs: VHR1 phosphatase inhibitors, primary screen, biochemical, absorbance, uHTS; 290,000 compounds, 0.52% hits; recombinant VHR phosphatase, pNPP absorbance; inhibition, % at 13.3 µM; in the data active means inhibition above about 50%; further: some compounds called inactive have numbers as strong as hits
Target sequence (P51452 whole entry, looked up): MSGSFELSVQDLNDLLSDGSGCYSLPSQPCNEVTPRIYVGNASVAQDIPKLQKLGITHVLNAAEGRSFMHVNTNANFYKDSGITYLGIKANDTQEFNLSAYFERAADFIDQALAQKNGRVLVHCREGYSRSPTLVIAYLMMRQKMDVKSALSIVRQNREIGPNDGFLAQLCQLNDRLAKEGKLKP
PfHsp40 rescue: rescue of yeast from PfHsp40 toxicity, primary screen, S. cerevisiae, ATP luminescence | S. cerevisiae expressing PfHsp40, growth rescue | 340,000 compounds, 0.68% hits | AID 504582, 2011 | growth rescue, % at 12.5 µM; in the data active means growth rescue above about 28%, passing the limit was not always enough; inconclusive means no clear call, values can overlap the other calls;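 further: yeast W303a lacking pdr1 and pdr3 grown in galactose medium; growth measured after three days at 30 °C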
3CLpro inhibitor: SARS-CoV 3CLpro protease inhibitors, primary screen, biochemical, quenched FRET; Replicase polyprotein 1ab (Severe acute respiratory syndrome coronavirus), P0C6X7; recombinant SARS-CoV 3CLpro, quenched FRET peptide cleavage; inhibition, % at 6 µM; 290,000 compounds, 0.14% hits; in the data active means inhibition above about 12%
MazEF act: activators of E. coli MazEF toxin-antitoxin RNase, primary screen, biochemical, fluorescence, uHTS; activation, % at 20 µM; 350,000 compounds, 0.32% hits; AID 504720, 2011; FAM/BHQ RNA-DNA oligo cleavage fluorescence, 5 h; Endoribonuclease toxin MazF (Escherichia coli (strain K12)), P0AE70; in the data active means activation above about 50%
Target sequence (P0AE70 whole entry, looked up): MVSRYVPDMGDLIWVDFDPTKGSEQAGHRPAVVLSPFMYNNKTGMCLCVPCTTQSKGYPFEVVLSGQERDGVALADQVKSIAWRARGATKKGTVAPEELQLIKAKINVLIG
Rv3671c protease: Rv3671c serine protease inhibitors, primary screen, biochemical, fluorescence polarization, M. tuberculosis H37Rv; 320,000 compounds, 0.048% hits; P9WHR9; inhibition, % at 5.96 µM; in the data active means inhibition above about 38%;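 further: extracellular domain of Rv3671c used as enzyme; 0% = enzyme with DMSO and 100% = no enzyme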
Target sequence (P9WHR9 whole entry, looked up, the tested form may be a part): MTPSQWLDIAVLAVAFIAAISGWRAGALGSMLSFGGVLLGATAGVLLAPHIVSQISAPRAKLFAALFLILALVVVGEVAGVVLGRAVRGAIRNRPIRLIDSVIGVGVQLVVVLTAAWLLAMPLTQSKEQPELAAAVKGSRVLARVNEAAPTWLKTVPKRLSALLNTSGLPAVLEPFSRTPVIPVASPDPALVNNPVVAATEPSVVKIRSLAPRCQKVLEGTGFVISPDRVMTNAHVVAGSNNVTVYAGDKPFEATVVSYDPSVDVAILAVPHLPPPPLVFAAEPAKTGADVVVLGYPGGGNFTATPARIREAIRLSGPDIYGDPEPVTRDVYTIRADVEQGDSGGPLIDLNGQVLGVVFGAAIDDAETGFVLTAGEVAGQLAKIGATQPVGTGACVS
Y pestis TopoI: Yersinia pestis topoisomerase I inhibitors, primary screen, biochemical, cleavage product accumulation, plate reader, single point; DNA topoisomerase I (Yersinia pestis CO92); Y. pestis Topo-I cleavage product accumulation; activity, % at 10 µM; 360,000 compounds, 0.064% hits; AID 504884, 2011; in the data active means activity above about 50%, passing the limit was not always enough; inconclusive means no clear call, values can overlap the other calls; further: inactives centre near 2
TcdB GH inh: TcdB glycohydrolase inhibitors, primary screen, biochemical, single point, plate reader; Toxin B (Clostridioides difficile), P18177; TcdB glycohydrolase enzymatic assay; inhibition, % at 9.99 µM; 350,000 compounds, 0.24% hits; AID 652162, 2013; in the data active means inhibition above about 10%
PriA SSB inh: inhibitors of Klebsiella pneumoniae PriA binding to SSB C-terminal tail, primary screen, biochemical, AlphaScreen. 430,000 compounds, 0.6% hits. PriA–SSB C-terminal tail interaction (Klebsiella pneumoniae). inhibition, % at 33 µM. AlphaScreen SSBct-PriA binding, biotinylated peptide; in the data active means inhibition mostly above about 37%, no sharp cut-off; inactive means mostly below about 20%;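 further: plate controls were negative control peptide for no effect and reference peptide for full effect; strong numbers were not always called active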
BH1578 lux ind: inducers of Vibrio cholerae quorum light production without autoinducers, primary screen, BH1578 luxS cqsA deficient, single point. activation, % at 18.7 µM. AID 588436, 2011. V. cholerae BH1578 lux reporter, luminescence, 6 h. 350,000 compounds, 0.16% hits; in the data active means activation mostly above about 9.7%, no sharp cut-off; inconclusive means no clear call, values can overlap the other calls; inactive means mostly below about 3.7%; further: not every result past the cut was called active; inactives centre near 0; reference of the scale not given here
Anthrax LF inh2: Bacillus anthracis LF protease inhibitors, primary screen, biochemical, multiplex microsphere, MLPCN library; multiplex microsphere protease cleavage assay; 360,000 compounds, 0.12% hits; AID 588501, 2011; inhibition, % at 10 µM; Lethal factor (Bacillus anthracis), P15917; in the data active means inhibition above about 30%; inconclusive means no clear call, values can overlap the other calls; further: plate controls were buffer without enzyme for full effect and enzyme alone for no effect
* marks the source's active call; other numbers are inactive results; i = inactive; ? = inconclusive; / = not tested or not shown; & = joins results of further samples.

SMILES	VHR inh abs	PfHsp40 rescue	3CLpro inhibitor	MazEF act	Rv3671c protease	Y pestis TopoI	TcdB GH inh	PriA SSB inh	BH1578 lux ind	Anthrax LF inh2
O=C(OCc1csc(Nc2ccccc2)n1)c1ccc(Cl)cc1	-14	3.5	0	-2	-7	-8	/	-23	-0.3	0
COc1ccc(OCC(=O)Nc2ccc(S(=O)(=O)Nc3nc(C)cc(C)n3)cc2)cc1	28	0.2	5	-2	6	-10	1.2	-16	-0.4	0
CCNc1nc(Cl)nc(NNC(=O)C(C)Oc2ccccc2)n1 (stereo not drawn)	7	0.4	3	6	1	7	/	-8	0.1	0
CC(Sc1nc2ccccc2s1)C(=O)c1c(N)n(C)c(=O)n(C)c1=O (stereo not drawn)	9	1.5	1	7	-6	8	0.5	-7	-0.4	-5
Cn1c(SCC(=O)Nc2ccc3c(c2)OCCO3)nnc1C1CC1	12	-0.1	2	6	-4	-4	-0.5	1	-0.5	3
Cc1ccc(S(=O)(=O)N2CCN(C(=O)COC(=O)C3CCC3)CC2)c(C)c1	/	-0.2	/	0	-5	3	0.3	-4	-0.9	1
O=C(CN1C(=O)c2cccc3cccc1c23)Nc1ccc(S(=O)(=O)Nc2nccs2)cc1	4	-0.9	3	-6	-2	-11	/	-27	/	-2
COc1ccc(C(C)=O)cc1CSCCC#N	47	0.9	0	-2	2	-3	/	-14	4.5	3
O=C(Nc1ccccc1)c1ccc(COc2ccccc2)cc1	27	0.3	1	0	-2	2	0.7	0	i	-1
COCCn1cc(-c2csc(N)n2)c2ccccc21	28	0.1	-3	-13	-4	0	-11	7	0.3	2
CN(c1ccc(C(=O)N2CCOCC2)cc1)S(=O)(=O)c1cccs1	-12	-0.4	3	5	2	13	0.8	-5	-3.3	-3
CCN1C(=NCc2ccc(OC)cc2)N[C@@H](c2ccccc2)[C@H](C(=O)OC)[C@H]1C	/	-2.0	/	11	1	3	-0.2	-10	i	-8
COc1cc(NS(=O)(=O)c2ccc(NC(=S)NC(=O)c3sc4cc(F)ccc4c3Cl)cc2)nc(OC)n1	30	0.7	1	1	-6	6	0.4	-4	-0.3	-6
CC1Cc2cc(/C=C3/SC(N4CCC(C(N)=O)CC4)=NC3=O)ccc2O1 (stereo not drawn)	25	1.0	3	9	-1	-9	-3.2	5	0.1	/
Cc1cccc(N2CCN(C(=O)Cn3cccc3)CC2)c1C	44	1.0	-2	-1	3	11	0.0	9	-2.1	-4
NC(=S)N/N=C/c1ccccc1	19	0.4	3	5	-8	1	/	/	-0.3	-2
COCCOC(=O)C1=C(C)NC(=O)NC1c1cn(-c2ccccc2)nc1-c1cccs1 (stereo not drawn)	14	1.5	-1	4	3	2	/	6	-1.1	4
CCCCC#Cc1cncc(C(=O)NN)c1	5	-2.1	-2	6	-9	6	-4.1	1	i	8
O=C(NCc1ccc(F)cc1)c1cc(C2CCCCN2C(=O)c2ccc3c(c2)CCO3)on1 (stereo not drawn)	/	/	/	/	/	18	0.3	/	-0.4	1
O=C(CSc1nnc(-c2cccs2)n1-c1ccccc1)Nc1ccccc1	-3	2.0	-3	-21	4	21	/	-10	-0.2	-6
CCOC(=O)C1CCN(C=Nc2cc(C)on2)CC1	22	0.3	-3	-2	1	-8	/	-3	0.1	-4
CN1CCN(c2ccc(NC(=O)c3cccs3)cc2)CC1	19	-2.1	2	-5	-16	-4	1.1	2	-0.2	-4
O=C(Oc1c(-c2ccccc2)c(=O)n2c3c(cccc13)CC2)c1ccccc1	-22	/	-1	4	-1	20	0.7	-2	i	-10
Cc1cccc(OCc2nnc(SCC(=O)N3CCCC3)n2C)c1	11	0.7	4	2	-2	15	/	-6	i	0
S=C(Nc1cccnc1)N1CCc2ccccc21	-20	0.8	1	7	-3	-2	-0.1	-1	i	5

Going on with the list:
SMILES	VHR inh abs	PfHsp40 rescue	3CLpro inhibitor	MazEF act	Rv3671c protease	Y pestis TopoI	TcdB GH inh	PriA SSB inh	BH1578 lux ind	Anthrax LF inh2
Cc1cccc(C(=O)N2CCCN(C(=O)c3cccc(C)c3)CC2)c1	15	-1.9	1	-5	-1	8	/	-8&-16	0.0	2
Cc1ccc(SCCC(=O)NC(C)C)cc1	0	0.3	-7	5	-5	0	/	4	-0.7	4
COc1ccccc1Nc1nc(NCc2ccco2)nc(N)c1[N+](=O)[O-]	25	/	2	14	-6	7	1.5	-2	i	-4
O=C(CSc1nc2[nH]ncc2c(=O)[nH]1)Nc1ccccc1F	/	-0.4	/	2	5	7	2.2	3	-0.7	3
CCCc1cc(=O)oc2cc(O[C@@H]3O[C@H](CO)[C@@H](O)[C@H](O)[C@H]3O)ccc12	10	?	-3	-11	-4	0	1.0	5	0.1	-7
COc1cc(C)ccc1N(CCCN1C(=O)c2cccc3cccc(c23)C1=O)C(=O)c1cccs1	10	0.2	-2	1	-34	26	/	-4&1&-3	-0.1	0
Cc1cc2c3c(c1)C1(C(=O)N3C(C)(C)CC2C)C(C#N)=C(N)OC2=C1C(=O)CC(C)(C)C2 (stereo not drawn)	27	0.4	2	-10	7	-4	/	-15	i	-4
CNCC(=O)c1ccc(O)c(O)c1	/	/	/	/	/	5	4.1	/	-0.4	-17
O=C(O)C1CCCCC1C(=O)NCc1ccccn1 (stereo not drawn)	22	0.2	-4	-3	1	-8	3.6	-25	-0.2	0
CCC(Oc1ccccc1)C(=O)NC1C(=O)N2C1SC(C)(C)C2C(=O)O (stereo not drawn)	36	0.4	-2	1	1	3	-0.1	0	i	-1
CCc1ccc(C2(C)SC(NC(C)=O)=NN2C(C)=O)cc1 (stereo not drawn)	-8	-1.0	1	0	-2	-13	/	0	-0.1	9
O=S(=O)(O)c1nc2ccccc2[nH]1	-8	-0.7	6	4	-1	-9	1.3	2&-1	-0.5	-3
CCOCc1nnc(NC(=O)C2CC(=O)N(C3CCCC3)C2)s1 (stereo not drawn)	43	0.5	-2	2	-2	-2	1.1	3	-0.3	1
COc1ccc(CCNC(=O)c2cc(S(=O)(=O)N3CCc4ccccc43)ccc2F)cc1OC	/	/	/	3	/	28	0.5	/	i	5
CCCCNC(=O)N(c1c(N)n(Cc2ccccc2)c(=O)[nH]c1=O)C1CCCC1	14	0.2	1	5	-14	-1	-9.1	-15	-0.3	0
Clc1ccc(-c2nnc(SCc3nc4ccccc4[nH]3)o2)c(Cl)c1	4	1.9	0	70*	3	12	/	-7	-3.4	3
CCN(CC)C(=O)c1ccc(Cc2cn(C)c3ccccc23)nc1	/	/	/	/	/	-1	-0.3	/	-0.4	-6
CCOc1ccc(NC(=O)/C(C#N)=C\c2ccc(N3CCCC3)c(C)c2)cc1	/	-1.8	/	-302	/	-7	0.4	-17	/	-6
COc1ccc(CCNC(=O)Nc2ccc3nc([C@@H]4O[C@H](CO)[C@@H](O)[C@H](O)[C@H]4O)[nH]c3c2)cc1Br	/	/	/	/	/	-9	1.0	/	i	-2
CN(CCCC(=O)Nc1ccccc1F)S(=O)(=O)c1ccc(F)cc1	22	-0.7	0	5	-3	4	1.6	2	-0.2	0
O=C(O)CC1COc2ccccc2N1C(=O)c1ccccc1Cl (stereo not drawn)	10	-1.3	-2	1	6	5	-0.9	-4	i	-3
CCOc1ccccc1OCCn1nc2ccccc2n1	6	-0.9	2	1	2	1	1.3	3	0.0	-1
CCN(CC)C(=O)c1ccc(NC(=O)CCCSc2ccccc2)cc1	14	2.6	1	0	5	29	1.9	-9	i	-6
COc1ccc(-c2nnc(-c3ccc(Br)o3)o2)cc1OC	12	-0.2	-7	-5	6	-8	/	-8	-0.4	-8
Cc1[nH]n2c(=O)c3c(nc2c1-c1ccccc1)CCCC3	3	1.1	-4	7	0	-3	/	-2	-1.7	-5

Compound profiles, as listed above. Order of screens: VHR inh abs | PfHsp40 rescue | 3CLpro inhibitor | MazEF act | Rv3671c protease | Y pestis TopoI | TcdB GH inh | PriA SSB inh | BH1578 lux ind | Anthrax LF inh2
CNCC(=O)c1ccc(O)c(O)c1 in the list: / | / | / | / | / | 5 | 4.1 | / | -0.4 | -17
CCOc1ccc(NC(=O)/C(C#N)=C\c2ccc(N3CCCC3)c(C)c2)cc1 in the list: / | -1.8 | / | -302 | / | -7 | 0.4 | -17 | / | -6
COc1ccc(CCNC(=O)Nc2ccc3nc([C@@H]4O[C@H](CO)[C@@H](O)[C@H](O)[C@H]4O)[nH]c3c2)cc1Br in the list: / | / | / | / | / | -9 | 1.0 | / | i | -2
COc1ccc(-c2nnc(-c3ccc(Br)o3)o2)cc1OC in the list: 12 | -0.2 | -7 | -5 | 6 | -8 | / | -8 | -0.4 | -8
COc1ccc(CCNC(=O)c2cc(S(=O)(=O)N3CCc4ccccc43)ccc2F)cc1OC in the list: / | / | / | 3 | / | 28 | 0.5 | / | i | 5

(continued)
SMILES	VHR inh abs	PfHsp40 rescue	3CLpro inhibitor	MazEF act	Rv3671c protease	Y pestis TopoI	TcdB GH inh	PriA SSB inh	BH1578 lux ind	Anthrax LF inh2
COc1ccc(Cl)cc1C(=O)OCC(=O)N(C)CC(=O)Nc1ccc(F)cc1	/	0.6	/	0	2	-6	0.8	2	-1.0	-1
O=C(COc1ccc2c(c1)OCO2)Nc1cccc(F)c1	6	-0.7	-7	13	-4	1	0.0	2	i	-2
Cc1[nH]n2c(=O)c3c(nc2c1-c1ccc(Cl)cc1)CCC3	14	-0.6	4	-3	4	-3	/	1	i	0
Cn1c(=O)[nH]c(=O)c2c1nc1n2CCN1Cc1ccccc1	17	0.3	-1	2	3	1	/	-12	-3.7	-3
Cc1cc(NC(=O)c2ccccc2)no1	14	-2.3	-2	4	-3	-1	0.2	-13	3.4	0
O=S(=O)(NCC(c1cccnc1)N1CCN(c2ccccc2)CC1)c1cccs1 (stereo not drawn)	-2	0.2	-1	-1	19	25	/	9	i	6
COc1nc(N)nc2nc[nH]c12	6	0.6	-3	7	7	4	0.9	0	-0.1	-5
CC1CC(OCC(O)CN2CCCCC2C)CC(C)(C)C1 (stereo not drawn)	22	-0.3	-1	6	7	-2	-2.6	-4	i	9
N#Cc1c[nH]n2c(=O)cc(Cc3ccccc3)nc12	-12	0.2	5	2	4	1	/	-3	-7.1	2
CCC1CCCCN1C(=O)CSc1nc2c(c(=O)n1C)SC(C)C2 (stereo not drawn)	11	-0.8	0	4	-3	17	-0.2	1	-5.0	2
CCCCn1cc(S(=O)(=O)c2ccccc2)c(=O)c2cc(C)ccc21	35	-0.9	5	7	2	10	0.4	-3	-0.1	1
O=S(=O)(NCc1ccccc1)c1cnc[nH]1	7	0.2	5	-7	-2	1	/	-8	i	-2
Oc1ccccc1C1=NOC(O)(C(F)F)C1 (stereo not drawn)	19	-2.3	2	4	-1	4	/	-17	i	-2
O=C(CCc1ccccc1)N=C1SC2CS(=O)(=O)CC2N1c1cccc(F)c1 (stereo not drawn)	28	-0.8	-3	2	-8	2	-5.8	1	-0.3	-5
COc1ccc(-n2c(SCC(=O)C(C)(C)C)nc3ccsc3c2=O)cc1	-2	-0.7	4	6	-7	4	9.1	4	-0.1	6
Nc1c(Cl)ncnc1NCCO	4&21	-1.3	3&4	2	3	-14	-0.6	8	-0.2	-2
C/C(=N\NC(=O)c1c(Cl)c(C)nn1C)c1cccc(NC(=O)C2CCCC2)c1	-5	0.6	1	6	1	6	1.7	/	-0.3	-2
O=C1CC(c2ccco2)Cc2c1cnn2-c1nc2ccccc2s1 (stereo not drawn)	2	0.3	0	-3	0	-5	0.0	10	2.5	-1

This is a subset; count on the stated rates, not on these rows.
